hIAP inh: blocks human intestinal alkaline phosphatase; purified IAP, CDP-Star luminescence, 30 min; inhibition, % at 10 µM; 0.12% of 330,000 active; AID 2544;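 active means inhibition reaching a set limit with compound at 10 µM in the primary screen, cut at about 35% in these data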;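 further: plate controls were DMSO wells with enzyme for no effect and no-enzyme buffer wells for full effect; values of inactives mirror those of a sister screen read the other way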
Target sequence (P09923 whole entry, looked up): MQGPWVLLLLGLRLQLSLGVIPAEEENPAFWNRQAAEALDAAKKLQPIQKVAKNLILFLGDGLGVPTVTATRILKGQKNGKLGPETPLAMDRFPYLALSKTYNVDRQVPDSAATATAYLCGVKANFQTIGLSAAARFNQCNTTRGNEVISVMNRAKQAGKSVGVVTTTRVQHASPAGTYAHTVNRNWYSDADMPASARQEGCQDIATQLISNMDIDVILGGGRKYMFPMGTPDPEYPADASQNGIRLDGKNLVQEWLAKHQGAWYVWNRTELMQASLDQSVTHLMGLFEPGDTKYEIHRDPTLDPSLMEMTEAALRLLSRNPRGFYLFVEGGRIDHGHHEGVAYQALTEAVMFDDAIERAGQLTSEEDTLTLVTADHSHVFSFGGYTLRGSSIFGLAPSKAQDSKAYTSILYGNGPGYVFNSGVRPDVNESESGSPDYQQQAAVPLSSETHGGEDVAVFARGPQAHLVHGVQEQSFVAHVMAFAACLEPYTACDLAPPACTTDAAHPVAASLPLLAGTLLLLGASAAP
TIM10 inh: TIM10 yeast growth inhibition; AID 463195; 1.4% of 330,000 active; S. cerevisiae TIM10 strain growth, BacTiter-Glo luminescence, 24 h; inhibition, % at 10 µM;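 active means inhibition of 40% or more at the single tested concentration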;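 further: wild-type TIM10 isogenic control strain grown at permissive 25 °C; 0% = DMSO yeast wells and 100% = minimal medium wells without yeast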
Apaf1 inhib: inhibitors of human Apaf-1 apoptosome; O14727; 0.71% of 330,000 active; reconstituted apoptosome caspase-3 activity, DEVD-Rh110 fluorescence; inhibition, % at 20 µM; active means inhibition of at least 40% at 20 µM;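 further: plate controls were DMSO wells for no effect and DEVD-CHO caspase inhibitor wells for full effect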
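Assay system – apoptosome proteins · Medium – Hepes buffer, pH 7.5 · Also added – cytochrome c with DEVD-Rh110 · Timing – 30 min compound preincubation, 50 min activation, room temperature · Detection – Rh110 fluorescence, excitation 480 nm, emission 540 nm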
mIAP inh: mouse IAP inhibition. purified mouse IAP, CDP-Star luminescence, 30 min. inhibition, % at 10 µM. 0.2% of 330,000 active;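 active means inhibition of at least 40% at 10 µM in the primary screen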;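 further: plate controls were DMSO with enzyme for no effect and no enzyme wells for full effect; values of inactives mirror those of a sister screen read the other way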
tim10-1 inh: inhibits growth of tim10-1 mutant yeast; AID 463190; 2.2% of 330,000 active; inhibition, % at 20 µM; S. cerevisiae tim10-1 ts strain growth, BacTiter-Glo, 24 h;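 active means inhibition of at least 40%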;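 further: mutant grown at 25 °C; 0% = DMSO wells with yeast and 100% = wells holding no yeast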
NLRP3 yeast inh: inhibitors of NALP3 inflammasome in yeast; Yeast reconstituted NLRP3/ASC/caspase-1, beta-gal luminescence, 24 h; 0.39% of 330,000 active; AID 2825; inhibition, % at 10 µM;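 active means inhibition of 50% or more; inactive means inhibition below 50%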;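 further: plate controls were induced DMSO wells for no effect and uninduced yeast grown without galactose for full effect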
ATG4B inhibitor: ATG4B (human) cysteine protease inhibition; ATG4B cleavage of LC3-PLA2, NBD-HPC fluorescence, 1 h; inhibition, % at 8.33 µM; 0.51% of 340,000 active; AID 504462; in the data active means inhibition above about 40%
Target sequence (Q9Y4P1 whole entry, looked up): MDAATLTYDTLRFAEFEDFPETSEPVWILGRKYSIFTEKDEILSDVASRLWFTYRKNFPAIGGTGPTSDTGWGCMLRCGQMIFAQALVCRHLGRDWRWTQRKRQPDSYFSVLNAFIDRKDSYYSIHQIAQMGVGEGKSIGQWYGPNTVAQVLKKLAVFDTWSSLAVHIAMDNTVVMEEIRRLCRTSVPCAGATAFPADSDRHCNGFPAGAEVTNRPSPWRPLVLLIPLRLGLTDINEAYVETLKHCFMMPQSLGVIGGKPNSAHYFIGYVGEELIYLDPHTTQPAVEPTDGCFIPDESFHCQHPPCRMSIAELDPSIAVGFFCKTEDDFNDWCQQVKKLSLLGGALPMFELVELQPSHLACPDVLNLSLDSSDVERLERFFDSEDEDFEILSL
hIAP activ: increases human intestinal alkaline phosphatase activity | P09923 | purified human IAP, CDP-Star luminescence, 30 min; stronger effect = higher value; 1 = vehicle-only enzyme, 0 = enzyme-free background | activation factor at 10 µM | 0.16% of 330,000 active | AID 2524;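 active means activation factor of the enzyme at least 2-fold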; further: the source names both 10 and 20 µM as test concentration; values of inactives mirror those of a sister screen read the other way
mIAP activ: mouse IAP activation. muIAP, CDP-Star luminescence, 30 min; stronger effect = higher value; 1 = vehicle-only enzyme signal, 0 = enzyme-free wells. activation factor at 10 µM. 0.24% of 330,000 active. AID 2805;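 active means activation factor of at least 2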; further: the source names both 10 and 20 µM as test concentration; values of inactives mirror those of a sister screen read the other way
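System: mouse IAP enzyme. Reagent: CDP-Star chemiluminescent phosphatase substrate. Benchmarks: DMSO wells, no-enzyme wells. Times: 30 min enzyme-substrate-compound incubation at room temperature. Detection: luminescence from enzymatic CDP-Star hydrolysis. Doses: test compounds delivered from DMSO solution.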
Starred values were filed as active, the others as inactive; . = not tested or not shown.

Values run as follows: hIAP inh, TIM10 inh, Apaf1 inhib, mIAP inh, tim10-1 inh, NLRP3 yeast inh, ATG4B inhibitor, hIAP activ, mIAP activ
> O=C(CCNS(=O)(=O)c1cccc2nsnc12)Nc1ccc2c(c1)OCCO2
→ 12, 7, 1, 0, 7, 6, -7, 0.88, 0.99
> O=C(Cn1ncc2c3ccccc3n(Cc3ccccc3)c2c1=O)N1CCN(c2ccccn2)CC1
→ 0, 2, 16, 5, -1, -6, -4, 1, 0.95
> CN(CCO)Cc1csc2ccc(Br)cc12
→ 9, -3, -16, 2, 10, -2, -8, 0.91, 0.98
> Cc1cccc(-c2n[nH]c([N+](=O)[O-])n2)c1
→ -1, -16, 12, 2, 11, 0, -10, 1, 0.98
> CCN(CC)S(=O)(=O)c1ccc(N2CCCC2)c(NC(=O)c2ccc(OC)cc2OC)c1
→ 6, 20, 11, -3, 29, 0, -10, 0.94, 1
> COc1cc(C(=O)Nc2ccc3c(c2)N(C(=O)CCN(C)C)c2ccccc2CC3)cc(OC)c1OC
→ -22, 2, -7, 3, -1, 3, -10, 1.2, 0.97
> CC(C)CC(NS(=O)(=O)OCC(Cl)(Cl)Cl)c1ccccc1 (centres undefined)
→ 2, -11, 25, -5, 27, 17, 22, 0.98, 1
> COCCNC(=O)c1ccc(Cl)c(S(=O)(=O)Nc2cccc(C)c2C)c1
→ 8, 4, 2, -1, -2, 11, -2, 0.92, 1
> O=C(C1CCN(S(=O)(=O)c2cccc3cccnc23)CC1)N1CC=C(c2ccccc2)CC1
→ -4, 28, 22, -3, 43*, 5, ., 1, 1
> Cc1cccc(N2CCN(C(=O)CN3C(=O)NC4(CCCCCC4)C3=O)CC2)c1C
→ 3, 5, 6, 4, 6, 13, -4, 0.97, 0.96
> CCCNC(=O)COc1ccc(-c2nn(C)c(=O)c3ccccc23)cc1
→ -11, 5, 0, 13, 12, 4, -3, 1.1, 0.87
> COc1ccc(Cn2c(C3CC3)nc3ccc(NC(=O)C4CC4)cc3c2=O)cc1
→ -4, 17, 12, -3, 21, 23, -11, 1, 1
> COc1ccccc1Oc1c(C)oc2cc(OC(=O)c3ccco3)ccc2c1=O
→ -12, 11, 12, -2, 15, -10, 10, 1.1, 1
> CCOC(=O)N1CCN(C(=O)CS(=O)(=O)Cc2nc(-c3ccccc3F)oc2C)CC1
→ 5, 6, 7, 7, -4, 8, 1, 0.95, 0.93
> CC(C)(C)OC(=O)N1CCC(CNC(=O)c2ccc(F)cc2)CC1
→ -14, 11, -6, 0, 18, 4, -2, 1.1, 1
> Cc1ccc(OCCSc2nnc(-c3ccncc3)n2C)cc1
→ 1, -5, 9, 0, -2, 20, 0, 0.99, 1
> Cc1ccc(-c2cnc(SCC(=O)N3CCCc4ccccc43)n2C)cc1
→ -15, 24, 6, -7, 39, 22, 22, 1.1, 1.1
> Cc1ccc(NC(=O)c2oc3c(c2C)C(=O)CC(C)(C)C3)cc1
→ -2, -8, 3, 3, 24, 13, 11, 1, 0.97
> O=C(COC(=O)c1ccc(-c2nnc(-c3ccccc3)o2)cc1)c1ccccc1
→ 5, -6, 1, 3, 3, 18, -1, 0.95, 0.97
> CCC1COCCS(=O)(=O)N1Cc1ccccc1C (centres undefined)
→ 14, 5, -6, -5, 10, 3, -4, 0.86, 1.1
> Cc1ccc(C(=O)C2=C(O)C(=O)N(Cc3ccco3)C2c2cccc(Cl)c2)o1 (centres undefined)
→ -21, -5, 0, 3, 14, -8, 14, 1.2, 0.97
> COc1ccc(CC(=O)N2CCN(c3cccc(C)c3C)CC2)cc1
→ -33, 0, 11, -5, 19, 20, -3, 1.3, 1
> C=CCn1c(SCC(=O)N(CC)CC)nc(O)cc1=O
→ 2, 17, -10, -6, 5, 5, -3, 0.98, 1.1
> COc1ccc(-c2nnc(-c3ccc(N(C)C)cc3)o2)cc1
→ 8, -14, 3, -5, 14, 22, -20, 0.92, 1
> O=C(NCC(=O)N1CCN(S(=O)(=O)/C=C/c2ccccc2)CC1)c1ccccc1F
→ -11, -13, -8, -9, 5, -15, -5, 1.1, 1.1
> Cc1ccc2cc(C#N)c(NCCNC(=S)NCCCN(C)C)nc2c1C
→ 2, 1, 1, 5, 9, 17, 5, 0.98, 0.95
> CCCn1c(C2CC(=O)N(c3cc(OC)ccc3OC)C2)nc2ccccc21 (centres undefined)
→ -4, 7, -7, 3, 9, 21, -6, 1, 0.97
> C[C@H]1CN([C@@H](C)CO)C(=O)c2cc(NS(=O)(=O)c3ccc(Cl)cc3)ccc2O[C@@H]1CN(C)CC1CCCCC1
→ -10, 0, 18, 2, 1, 8, -17, 1.1, 0.98
> COc1cc2c(cc1OC)C(C(=O)Nc1cc(OC)c(OC)c(OC)c1)C(c1cccnc1)N(C)C2=O (centres undefined)
→ -9, 13, -21, 0, 3, -2, 4, 1.1, 1
> COc1ccc(NC(=O)C(Cc2cc(C)cc(C)c2)C(C)C(=O)O)cc1 (centres undefined)
→ -32, 3, 1, 3, 8, 16, 5, 1.3, 0.97
> Cc1ccc(SCC(=O)Nc2cccnc2)cc1
→ -8, -7, -2, -1, 8, 22, 11, 1.1, 1
> O=C(/C=C/c1ccc([N+](=O)[O-])o1)NNC(=O)c1ccc(F)cc1
→ -14, 21, 5, 20, 31, 3, 4, 1.1, 0.8
> O=C(NCCC1=CCCCC1)C1CCN(C(=O)c2ccc(Cl)cc2)CC1
→ -1, 2, -6, 7, -11, 40, -20, 1, 0.93
> COC(=O)c1sc(N2C(=O)C(O)=C(C(=O)c3ccc(C)o3)C2c2cc(OC)ccc2OC)nc1C (centres undefined)
→ -8, -3, 8, 11, -5, 11, ., 1.1, 0.89
> COc1ccc(N(CC(C)C)S(=O)(=O)c2nnc(NC(=O)c3ccco3)s2)cc1
→ -7, 1, 9, 5, -13, -7, 2, 1.1, 0.95
> O=c1[nH]cnc(O)c1N=Nc1ccccc1
→ 9, 2, 7, 8, 16, 4, 8, 0.91, 0.92
> CC1CCCN(C(=S)Nc2ccc(Nc3ccccc3)cc2)C1 (centres undefined)
→ -19, -3, 16, 2, 26, 19, -7, 1.2, 0.98
> O=C(CCN1CCOCC1)c1ccccc1
→ 6, -6, -25, 4, 3, 9, 4, 0.94, 0.96
> CC(C)(C)C1CCc2c(C(=O)NNC(=O)/C=C/C(=O)O)csc2C1 (centres undefined)
→ -46, 10, 8, -2, 3, -4, 0, 1.5, 1
> COc1cccc(N2CCN(C(=S)Nc3ccc(F)cc3)CC2)c1
→ -17, -3, -3, -3, 4, 10, -1, 1.2, 1
> CCNc1nc(NC(C)C)nc(Oc2ccc(OCCOc3ccccc3)nn2)n1
→ -7, 18, -7, 6, 30, -1, -13, 1.1, 0.94
> Cc1ccc(OCC(=O)Nn2cnnc2)c(Br)c1
→ 9, -10, -9, 2, 0, -1, 8, 0.91, 0.98
> CCCn1nc(C(=O)Nc2cccc(S(=O)(=O)N(C)c3ccccc3)c2)c2ccccc2c1=O
→ 11, 15, 15, 3, 12, 2, 2, 0.89, 0.97
> COCC(=O)N(C)C1(c2nnnn2CCOC(=O)Nc2cccc3ccccc23)CCCC1
→ -15, -3, 10, 2, 4, 22, -2, 1.2, 0.97
> COc1ccc(-n2c(COc3cccc4cccnc34)nnc2SCC(=O)O)cc1
→ -1, 9, -9, 5, 17, 19, 3, 1, 0.95
> CCOC(=O)c1[nH]c(C(=O)O)c(CCC(=O)OC)c1C
→ 7, -13, -2, -8, -16, 10, 0, 0.93, 1.1
> C/C(CC(=O)NC12CC3CC(CC(C3)C1)C2)=N\NC(=O)c1ccc(F)cc1
→ 0, 5, 13, 7, 15, 21, -4, 1, 0.93
> Cn1cccc1/C=N/N1CCN(Cc2ccc(Cl)cc2)CC1
→ -10, 2, 4, -1, 12, 21, -6, 1.1, 1
> O=C(Cn1nnc(-c2ccccc2)n1)N/N=C/c1cccc([N+](=O)[O-])c1
→ 9, 11, -4, 9, 11, 22, 9, 0.91, 0.91
> CC(=O)c1ccc(OCC(=O)N2CCCC2c2ccc3c(c2)OCCCO3)cc1 (centres undefined)
→ 4, -12, -1, -2, 0, 16, 3, 0.96, 1
> CCOC(=O)c1c(C)[nH]c(C(=O)OCC(=O)Nc2cc(C)nn2-c2ccccc2)c1C
→ -18, -22, 6, -18, -24, 17, -8, 1.2, 1.2
> CCOC(=O)C(CC)(CC)C(=O)/C=C/c1cccc(Br)c1
→ 7, 16, 25, 1, 29, 20, 4, 0.93, 0.99
> CC(C)(O)[C@@H]1CC[C@@](C)(C2CC[C@]3(C)C2[C@H](O)CC2[C@@]4(C)CC[C@H](O)C(C)(C)C4[C@@H](O[C@H]4O[C@@H](CO)[C@H](O)[C@@H](O)[C@@H]4O[C@@H]4O[C@H](CO)[C@@H](O)[C@H](O)[C@H]4O)C[C@]23C)O1 (stereo in doubt)
→ -4, -3, -2, -1, 15, -5, 4, 1, 1

Molecules above with an aryl methoxy group (13):
Values run as follows: hIAP inh, TIM10 inh, Apaf1 inhib, mIAP inh, tim10-1 inh, NLRP3 yeast inh, ATG4B inhibitor, hIAP activ, mIAP activ
> CCN(CC)S(=O)(=O)c1ccc(N2CCCC2)c(NC(=O)c2ccc(OC)cc2OC)c1
→ 6, 20, 11, -3, 29, 0, -10, 0.94, 1
> COc1cc(C(=O)Nc2ccc3c(c2)N(C(=O)CCN(C)C)c2ccccc2CC3)cc(OC)c1OC
→ -22, 2, -7, 3, -1, 3, -10, 1.2, 0.97
> COc1ccc(Cn2c(C3CC3)nc3ccc(NC(=O)C4CC4)cc3c2=O)cc1
→ -4, 17, 12, -3, 21, 23, -11, 1, 1
> COc1ccccc1Oc1c(C)oc2cc(OC(=O)c3ccco3)ccc2c1=O
→ -12, 11, 12, -2, 15, -10, 10, 1.1, 1
> COc1ccc(CC(=O)N2CCN(c3cccc(C)c3C)CC2)cc1
→ -33, 0, 11, -5, 19, 20, -3, 1.3, 1
> COc1ccc(-c2nnc(-c3ccc(N(C)C)cc3)o2)cc1
→ 8, -14, 3, -5, 14, 22, -20, 0.92, 1
> CCCn1c(C2CC(=O)N(c3cc(OC)ccc3OC)C2)nc2ccccc21 (centres undefined)
→ -4, 7, -7, 3, 9, 21, -6, 1, 0.97
> COc1cc2c(cc1OC)C(C(=O)Nc1cc(OC)c(OC)c(OC)c1)C(c1cccnc1)N(C)C2=O (centres undefined)
→ -9, 13, -21, 0, 3, -2, 4, 1.1, 1
> COc1ccc(NC(=O)C(Cc2cc(C)cc(C)c2)C(C)C(=O)O)cc1 (centres undefined)
→ -32, 3, 1, 3, 8, 16, 5, 1.3, 0.97
> COC(=O)c1sc(N2C(=O)C(O)=C(C(=O)c3ccc(C)o3)C2c2cc(OC)ccc2OC)nc1C (centres undefined)
→ -8, -3, 8, 11, -5, 11, ., 1.1, 0.89
> COc1ccc(N(CC(C)C)S(=O)(=O)c2nnc(NC(=O)c3ccco3)s2)cc1
→ -7, 1, 9, 5, -13, -7, 2, 1.1, 0.95
> COc1cccc(N2CCN(C(=S)Nc3ccc(F)cc3)CC2)c1
→ -17, -3, -3, -3, 4, 10, -1, 1.2, 1
> COc1ccc(-n2c(COc3cccc4cccnc34)nnc2SCC(=O)O)cc1
→ -1, 9, -9, 5, 17, 19, 3, 1, 0.95

Given as tab-separated lines: 2 of the compounds above
SMILES	hIAP inh	TIM10 inh	Apaf1 inhib	mIAP inh	tim10-1 inh	NLRP3 yeast inh	ATG4B inhibitor	hIAP activ	mIAP activ
Cc1ccc(SCC(=O)Nc2cccnc2)cc1	-8	-7	-2	-1	8	22	11	1.1	1
Cc1ccc(OCC(=O)Nn2cnnc2)c(Br)c1	9	-10	-9	2	0	-1	8	0.91	0.98
